Compound activity (PubChem BioAssay)
PAFAH2 FP inh: inhibitors of human PAFAH2; 340,000 tested, 0.99% active; inhibition, % at 3.39 µM; Q99487; recombinant PAFAH2, FP-rhodamine activity probe, fluorescence polarization;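 active means inhibition above the mean over all tested compounds plus 3 SD, cut at about 30% in these data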;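 further: inhibitors block probe labeling of enzyme so polarization drops; 0% = enzyme with DMSO and 100% = wells lacking PAFAH2 protein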
Fam108B inh: Fam108B inhibition, counter-screen for RBBP9 inhibitors | inhibition, % at 9.51 µM | recombinant Fam108B, FP-Rh probe fluorescence polarization | 300,000 tested, 0.33% active | AID 1947;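 active means inhibition above the screen mean inhibition plus 3 SD, computed separately per campaign, cut at about 18% in these data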;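 further: inhibitors lower polarization as less probe binds the enzyme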
pPAFAH inh: inhibitors of human plasma PAF acetylhydrolase (pPAFAH) | 330,000 tested, 1.5% active | inhibition, % at 3.39 µM | recombinant pPAFAH, FP-rhodamine probe fluorescence polarization;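 active means inhibition above the mean inhibition across the screen plus 3 SD, cut at about 25% in these data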;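 further: inhibitors block binding of the rhodamine activity-based probe so polarization drops; 0% = enzyme with DMSO and 100% = wells lacking pPAFAH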
PME-1 primary: blocks human protein phosphatase methylesterase 1. Q9Y570. recombinant PME-1, FP-Rh probe fluorescence polarization. inhibition, % at 5.9 µM. 320,000 tested, 0.53% active;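 active means inhibition above the campaign mean of all compounds plus 3 SD, cut at about 26% in these data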;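 further: competitive labeling of PME-1 active site by serine hydrolase directed probe; 0% = PME-1 with DMSO and 100% = wells lacking PME-1 enzyme; inhibitors block probe labeling so polarization falls and inhibition rises; many of its hits are not listed in these tables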
PAD4 FP inh: PAD4 (human) enzyme inhibition. inhibition, % at 6.36 µM. Q9UM07. 330,000 tested, 0.41% active. AID 485272. recombinant PAD4, RCA probe fluorescence polarization;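 active means percent inhibition above a cutoff equal to the mean of all tested compounds plus 3 SD, cut at about 15% in these data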;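 further: 0% = PAD4 with RCA probe and DMSO and 100% = probe without PAD4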
PAFAH1B2 inh: inhibitors of human PAFAH1B2; P68402; recombinant PAFAH1B2, FP-rhodamine activity probe, fluorescence polarization; inhibition, % at 3.39 µM; 340,000 tested, 1.2% active; AID 492953;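 active means inhibition above the mean of all tested compounds plus 3 SD, cut at about 24% in these data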;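 further: 0% = enzyme with DMSO and 100% = wells lacking PAFAH1B2; many of its hits are not listed in these tables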
Target sequence (P68402 whole entry, looked up): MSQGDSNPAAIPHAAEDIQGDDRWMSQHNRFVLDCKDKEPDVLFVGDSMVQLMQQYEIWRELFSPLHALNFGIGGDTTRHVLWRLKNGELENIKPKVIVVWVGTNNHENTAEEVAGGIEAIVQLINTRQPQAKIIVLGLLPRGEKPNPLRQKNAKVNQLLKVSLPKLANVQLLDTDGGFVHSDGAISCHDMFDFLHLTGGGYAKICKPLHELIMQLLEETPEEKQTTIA
GSTO1 counter: counter-screen for RBBP9 inhibitors: inhibitors of human GSTO1; P78417; recombinant GSTO1, activity-based probe fluorescence polarization; inhibition, % at 5.96 µM; 300,000 tested, 1.1% active; AID 1974;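 active means inhibition above the campaign mean inhibition plus 3 SD, cut at about 35% in these data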;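 further: 0% = GSTO1-1 with DMSO and 100% = wells lacking GSTO1-1 enzyme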
Target sequence (P78417 whole entry, looked up): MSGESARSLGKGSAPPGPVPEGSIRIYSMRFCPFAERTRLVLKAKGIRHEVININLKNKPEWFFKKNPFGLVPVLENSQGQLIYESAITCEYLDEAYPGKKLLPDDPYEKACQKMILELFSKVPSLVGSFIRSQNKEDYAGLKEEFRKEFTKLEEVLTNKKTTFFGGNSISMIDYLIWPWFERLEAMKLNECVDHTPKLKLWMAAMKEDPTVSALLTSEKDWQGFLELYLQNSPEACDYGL
PAFAH1B3 inh: inhibitors of human PAFAH1B3 | Q15102 | recombinant PAFAH1B3, FP-rhodamine probe, fluorescence polarization | inhibition, % at 3.39 µM | 340,000 tested, 0.28% active;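 active means inhibition above the screen-wide average of all tested compounds plus 3 SD, cut at about 25% in these data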;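 further: 0% = enzyme with DMSO only and 100% = wells lacking PAFAH1B3 protein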
Target sequence (Q15102 whole entry, looked up): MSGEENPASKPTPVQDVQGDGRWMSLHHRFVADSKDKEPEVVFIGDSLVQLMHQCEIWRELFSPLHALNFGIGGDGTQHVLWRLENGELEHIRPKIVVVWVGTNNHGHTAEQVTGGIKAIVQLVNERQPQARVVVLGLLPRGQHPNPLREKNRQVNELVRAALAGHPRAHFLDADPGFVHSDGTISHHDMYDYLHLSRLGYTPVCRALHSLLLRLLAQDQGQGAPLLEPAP
LYPLA1 counter: blocks human lysophospholipase 1, a PME1 counter-screen; O75608; recombinant LYPLA1, FP-Rh probe fluorescence polarization; inhibition, % at 5.9 µM; 320,000 tested, 0.16% active; AID 2174;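 active means inhibition above the mean of all tested compounds plus 3 SD, set per campaign, cut at about 14% in these data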;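 further: inhibitors block serine hydrolase probe labeling of LYPLA1 so polarization falls; 0% = enzyme with DMSO and 100% = wells lacking LYPLA1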
Target sequence (O75608 whole entry, looked up): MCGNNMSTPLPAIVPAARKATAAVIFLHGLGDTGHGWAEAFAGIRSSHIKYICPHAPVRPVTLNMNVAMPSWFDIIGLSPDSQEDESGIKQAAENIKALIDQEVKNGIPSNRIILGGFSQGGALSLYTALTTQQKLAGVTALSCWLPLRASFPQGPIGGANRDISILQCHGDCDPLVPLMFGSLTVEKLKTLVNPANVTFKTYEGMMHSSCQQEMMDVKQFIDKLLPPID
Starred values were filed as active, the others as inactive; x = not tested or not shown. A portion of the library. The share of hits here may be higher or lower than overall.

Values in the order – Fam108B inh | PAFAH2 FP inh | GSTO1 counter | PAFAH1B3 inh | LYPLA1 counter | PAD4 FP inh | pPAFAH inh | PAFAH1B2 inh | PME-1 primary
CCN1CCN(Cc2ccc(C)cc2)CC1
 : -5 | 1 | 0 | 3 | -3 | 4 | -9 | 1 | 0
C[C@]12CCC3C(CC[C@H]4C[C@@H](O)CC[C@]34C)C1C/C(=N/O)[C@@H]2O (stereo partly specified)
 : x | -9 | x | -4 | x | 1 | 0 | 5 | x
OC(Cn1c2ccccc2c2ccccc21)C[n+]1ccccc1 (stereo unspecified)
 : -1 | 2 | 4 | -3 | -6 | 3 | 0 | 0 | 11
C=CCn1c(O)c(/C=C/C=Nc2ccccc2)c(=O)[nH]c1=O
 : -2 | 0 | 3 | -1 | 1 | 3 | 9 | 7 | 4
CC/C(=N\Nc1cccc2ccccc12)c1c(O)[nH]c(=O)[nH]c1=O
 : 5 | 4 | 14 | 7 | 3 | -15 | 17 | 5 | 16
CCCCn1c(=O)c(C(=O)Nc2ccccc2)c(O)c2ccccc21
 : -5 | 4 | -2 | 6 | 4 | 3 | 1 | 3 | 2
OC(c1ccncc1)(c1ccc(F)cc1)c1ccc(F)cc1
 : 0 | 0 | 2 | 1 | 0 | -2 | 4 | 6 | 2
COP(=O)(Cc1ccc(C#N)o1)OC
 : 2 | 4 | 21 | 6 | -3 | -1 | -2 | 3 | 1
Cc1ccc(O)c(CN2CCN(c3ccccc3)CC2)c1
 : 3 | 3 | -9 | 0 | -1 | 7 | 5 | 1 | 2
CCOP(=O)(OCC)C(NS(=O)(=O)c1ccccc1)C(Cl)(Cl)Cl (stereo unspecified)
 : 2 | 12 | -3 | 6 | 3 | 0 | -3 | 0 | -2
C=CCN1C(=O)c2ccccc2Sc2ccc(C(=O)N3CCC4(CC3)OCCO4)cc21
 : 4 | 7 | 4 | 3 | -1 | -3 | 5 | -2 | -1
Fc1cccc(F)c1CN1CCN(c2ccc(Cl)cc2)CC1
 : 0 | -5 | 2 | 13 | 1 | -3 | -1 | 4 | -2
COc1ccc2nc3oc(C(=O)N4CCC5(CC4)OCCO5)cc3cc2c1
 : 1 | 4 | -1 | 7 | 1 | -4 | 44* | 2 | 0
COC(=O)C1=C(c2ccc(F)cc2F)C[C@@H]2CC[C@H]1N2C(=O)NCCOc1ccc(OC)cc1
 : x | 3 | x | 9 | -1 | -18 | -7 | 0 | -3
Cc1ccc(-c2cc(C(=O)N3CCC4(CC3)OCCO4)no2)cc1
 : -2 | -2 | -2 | -2 | -2 | -5 | 13 | -2 | 4
COc1ccccc1N1C(=O)NC(=O)/C(=C/c2ccc([N+](=O)[O-])s2)C1=O
 : 25* | x | 42* | x | 2 | -6 | 51* | x | -1
COC(=O)C1=C(c2cccc(OC)c2OC)C[C@@H]2CC[C@H]1N2C(=O)NC(C)C
 : -1 | -2 | 0 | 14 | 0 | 2 | 6 | -5 | 3
COc1ccc(OC)c(C2=NOC(C(=O)N3CCC4(CC3)OCCO4)C2)c1 (stereo unspecified)
 : -1 | -10 | 2 | 8 | -1 | -1 | 4 | -1 | -5
CN1C(=O)N(C)C(=O)C2(Cc3ccccc3N3CCCC32)C1=O (stereo unspecified)
 : -2 | x | -2 | x | 2 | -5 | -3 | x | -1
COc1cc2c(cc1OC)C(C(=O)NC(C)C)C1CCCCN1C2=O (stereo unspecified)
 : -2 | 3 | -3 | 3 | 0 | -3 | -11 | -1 | -5

Next section:
Values in the order – Fam108B inh | PAFAH2 FP inh | GSTO1 counter | PAFAH1B3 inh | LYPLA1 counter | PAD4 FP inh | pPAFAH inh | PAFAH1B2 inh | PME-1 primary
Cc1cccc(Cn2cc(C=O)c3ccccc32)c1
 : 8 | 4 | 6 | 14 | -3 | 10 | 1 | 10 | -2
CN(C(=O)Oc1ccc(F)cc1)c1ccccc1
 : 6 | -3 | 9 | 8 | 0 | -5 | 8 | 5 | 6
CCCCNC(=O)Nc1ccc(C(O)(C(=O)OC)C(F)(F)F)cc1 (stereo unspecified)
 : -1 | 15 | 3 | 5 | 3 | 2 | 4 | 0 | 3
CC(c1ccc(F)cc1)n1cc(C(=O)NCc2ccc3c(c2)OCO3)nn1 (stereo unspecified)
 : 1 | -4 | 0 | 4 | 3 | 0 | 5 | 2 | -3
O=C(O)c1cccc2nc3ccccc3nc12
 : -4 | -5 | -6 | 2 | 5 | 1 | 5 | 3 | -2
COc1ccc(CCn2c(O)c(C=NCCCO)c(=O)[nH]c2=O)cc1OC
 : -1 | 4 | 9 | 6 | -1 | 3 | 0 | 2 | -8
CCOC(=O)c1c(C)n(Cc2ccco2)c2ccc(OC)cc12
 : 0 | 3 | 3 | 4 | -1 | 1 | 2 | 0 | 0
CCOC(=O)c1sc(/N=C/c2c(O)n(-c3cccc(C)c3)c(=O)[nH]c2=O)c(C#N)c1C
 : 1 | 4 | 4 | -5 | -2 | -3 | 0 | 6 | 6
CCCCn1c(NS(=O)(=O)c2ccccc2)c(C(=O)OCC)c2nc3ccccc3nc21
 : 8 | 14 | 66* | 51* | -1 | 63* | 18 | 24 | 11
CCCC1=C(C(=O)OCC)C2(C(=O)Nc3ccccc32)C(C#N)=C(N)O1 (stereo unspecified)
 : 3 | -7 | 3 | 9 | -3 | -4 | 4 | -1 | -4
CC[C@H]1CC2CN3CCc4c([nH]c5cc(OC)ccc45)[C@](C(=O)OC)(C2)[C@H]13
 : 0 | x | 5 | x | -4 | 2 | 1 | x | 1
O=C(Nc1ccccc1OC(=O)N1CCOCC1)N1CCOCC1
 : -1 | 5 | 1 | -3 | -1 | 2 | 4 | -1 | -2
O=C(c1ccco1)c1cn(Cc2ccccc2Cl)c2ccccc12
 : -15 | -3 | -2 | 9 | -11 | -1 | 74* | -2 | -12
CC[N+](CC)(CC)CCCCCCCCCC[N+](CC)(CC)CC
 : -6 | 2 | -3 | 8 | 0 | -2 | 6 | 0 | 1
CNCCc1nc(N)n[nH]1
 : -1 | 10 | -1 | -5 | 2 | 0 | -2 | 1 | -2
O=c1c2ccccc2nc(CNc2ccccc2)n1-c1ccccc1
 : -2 | 1 | -1 | 6 | 2 | -2 | -1 | 5 | -4
CCOC(=O)C1C(=O)N(C)C2(C)CC1c1ccccc1O2 (stereo unspecified)
 : -3 | -5 | -4 | 3 | -6 | -3 | 4 | -5 | 0
CCCNC(=O)N1[C@H]2CC[C@@H]1C(C(=O)OC)=C(c1ccc(S(C)(=O)=O)cc1)C2
 : 2 | 2 | -4 | 23 | -2 | -4 | 5 | 3 | 0
CN(C)C(Cc1ccccc1)C(=O)c1ccc(-c2ccccc2)cc1 (stereo unspecified)
 : -3 | 12 | 3 | -8 | 2 | -1 | 2 | 2 | 0
Fc1cccc(F)c1-c1nc(-c2ccc(Cl)cc2)no1
 : 0 | -1 | -3 | -1 | 1 | 1 | -1 | 7 | -2

Further structures
Values in the order – Fam108B inh | PAFAH2 FP inh | GSTO1 counter | PAFAH1B3 inh | LYPLA1 counter | PAD4 FP inh | pPAFAH inh | PAFAH1B2 inh | PME-1 primary
CC/C(=N\Nc1ccccc1)c1c(O)[nH]c(=O)[nH]c1=O
 : 3 | 6 | 5 | 11 | 0 | 5 | -2 | -2 | -3
COC(=O)C1=C(c2ccc(C(C)=O)cc2)C[C@@H]2CC[C@H]1N2C(=O)NCCNC(C)=O
 : x | 9 | x | -7 | 2 | 0 | 4 | 0 | 0
O=c1c2ccccc2nc(CSc2ncnc3nc[nH]c23)n1-c1ccc(Cl)c(Cl)c1
 : 3 | 8 | 18 | 7 | 0 | -1 | 1 | 5 | 1
Cc1ccccc1CN1CCN(Cc2ccccc2)CC1
 : 1 | -3 | 7 | 1 | -2 | -2 | 2 | 1 | 3
COc1ccccc1-n1c(O)c(C=Nc2c(C)n(C)n(-c3ccccc3)c2=O)c(=O)[nH]c1=O
 : -2 | -5 | 10 | 1 | -3 | -8 | 2 | 3 | -4
O=[N+]([O-])c1cc(O)c(O)c([N+](=O)[O-])c1
 : 4 | 37* | 39* | 16 | 4 | 7 | 37* | 16 | -1
CCN(CCCl)Cc1ccccc1Br
 : 3 | 2 | 8 | 6 | -2 | 0 | -1 | 4 | -5
CC(=NC1CCN(Cc2ccccc2)CC1)c1c(O)n(C)c(=O)n(C)c1=O
 : -2 | 6 | 1 | 7 | 2 | 1 | 1 | 4 | 4
COc1ccc(-c2nc3ccccc3c(=O)n2-c2nccs2)cc1
 : -2 | 9 | -4 | 4 | -4 | -3 | 0 | 3 | -1
CCOC(=O)CSc1ccc(C(=O)N2CCC3(CC2)OCCO3)cc1[N+](=O)[O-]
 : 2 | -4 | 3 | 4 | 5 | 0 | 5 | 3 | -7
COC(=O)C1=C(c2ccc(F)cc2F)C[C@@H]2CC[C@H]1N2C(=O)NCCO
 : x | 4 | x | 6 | 1 | 0 | 2 | 2 | 2
CC[C@H](C)/C=C(C)/C=C/C1=CC2=C(Cl)C(=O)[C@@](C)(OC(C)=O)C(=O)C2=CO1
 : 12 | 45* | 36* | 12 | 1 | 9 | 79* | 16 | 1
C#CCN(C)C(C)Cc1ccccc1 (stereo unspecified)
 : 2 | 4 | 2 | 17 | -1 | 0 | 2 | 0 | -1
CC(C)CN1CCN(Cc2cccc3c2OCO3)CC1CCO (stereo unspecified)
 : 2 | 0 | 1 | 2 | 0 | -8 | -1 | 2 | -2
Cc1ccc(N2Cc3ccccc3C2=N)cc1[N+](=O)[O-]
 : -2 | 3 | -4 | -2 | -2 | 1 | 1 | 4 | 1
CCCc1nc2ccccc2c(=O)n1-c1cccc(OC)c1
 : -1 | -2 | 3 | -2 | 6 | 4 | 7 | -2 | 0
CCN(C(=O)COC(=O)Cc1ccccc1)c1c(N)n(Cc2ccccc2)c(=O)[nH]c1=O
 : x | -2 | x | 4 | 2 | 0 | 3 | 1 | 2
CN1C(=O)C(=Cc2ccccc2OCc2ccc(Cl)cc2)C(=O)N(C)C1=O
 : -5 | 3 | 11 | 10 | -5 | 5 | 9 | 9 | 1
CCOP(=O)(Cc1cc(C(=O)CC)c(C)o1)OCC
 : -3 | x | 1 | x | 0 | 2 | 1 | x | 4
CCC(C(=O)N1CCC2(CC1)OCCO2)c1ccccc1 (stereo unspecified)
 : 0 | -4 | 4 | 1 | -2 | -2 | 0 | -3 | -2

(listing goes on)
Values in the order – Fam108B inh | PAFAH2 FP inh | GSTO1 counter | PAFAH1B3 inh | LYPLA1 counter | PAD4 FP inh | pPAFAH inh | PAFAH1B2 inh | PME-1 primary
CC(=O)N1CN2CN(C(C)=O)CC(C(=O)c3ccc(Br)cc3)(C2)C1
 : -5 | 3 | 4 | 6 | -2 | -2 | 1 | 0 | -3
C[C@H](NC(=O)CCC(=O)N1C[C@H]2C[C@H](C1)c1cccc(=O)n1C2)c1ccccc1
 : -4 | -8 | -7 | -4 | 3 | -4 | 0 | 2 | -2
CN1CCN(c2cc(N3CCCCCC3)c(F)cc2[N+](=O)[O-])CC1
 : 0 | 0 | 3 | 0 | -3 | 3 | 1 | 1 | 4
COc1ccc(OC)c2c1CCC1NCCOC21 (stereo unspecified)
 : 6 | 8 | 14 | 10 | 5 | -4 | 10 | 1 | 6
O=C1NC(=O)N(c2ccc3c(c2)OCO3)C(=O)/C1=C\c1ccc(-c2ccccc2C(=O)O)o1
 : 7 | 4 | 10 | 1 | -1 | -10 | 5 | -2 | -5
CN1C(=O)C(=Cc2ccc(Sc3ccccc3)o2)C(=O)N(C)C1=O
 : 5 | 14 | 6 | 3 | -5 | -7 | -1 | 5 | -11
